D1 PAM: Potentiators of Human D1 Dopamine Receptor: qHTS | HEK293 TREx D1 cells, calcium flux, dopamine EC20 potentiation | D(1A) dopamine receptor (Homo sapiens), P21728 | AID 504651, 2011 | 360,000 compounds, 0.036% hits | potentiation, % at 10 µM; in the data active = potentiation above about 30%; also: 0% is about no effect
Target sequence (P21728 whole entry, looked up): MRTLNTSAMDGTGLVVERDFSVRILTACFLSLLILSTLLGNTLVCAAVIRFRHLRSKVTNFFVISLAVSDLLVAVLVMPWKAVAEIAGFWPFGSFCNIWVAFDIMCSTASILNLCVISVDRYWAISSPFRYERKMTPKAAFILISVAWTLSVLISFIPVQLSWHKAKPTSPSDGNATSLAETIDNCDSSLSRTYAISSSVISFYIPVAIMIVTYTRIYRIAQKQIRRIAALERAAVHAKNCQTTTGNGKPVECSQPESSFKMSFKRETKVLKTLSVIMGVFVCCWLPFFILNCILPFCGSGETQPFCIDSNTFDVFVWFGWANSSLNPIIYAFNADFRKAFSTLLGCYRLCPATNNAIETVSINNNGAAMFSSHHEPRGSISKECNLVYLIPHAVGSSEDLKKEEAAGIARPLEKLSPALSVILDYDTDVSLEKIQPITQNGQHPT
RXFP1 agonist: qHTS Assay for Agonists of the Relaxin Receptor RXFP1 | Relaxin receptor 1 (Homo sapiens), Q9HBX9 | HEK293T-RXFP1 cAMP TR-FRET, 30 min; response scale: percent of porcine relaxin response, buffer zero | Potency, µM (doses to about 57.5 µM), for inactives: top-dose activation, actives largely listed as activators | 370,000 compounds, 0.3% hits | AID 2676, 2010; also: potency is read from the fitted curve at half-maximal effect; % is scaled to controls: 0 for no effect and ±100 for the full control effect; nearly all actives have a fitted effect of over 60% in size; many of its hits are not listed in these tables
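HEK293 cells stably expressing RXFP1, treated 30 min at 37C with compounds plus PDE4 inhibitor Ro 20174; cAMP measured by HTRF TR-FRET. Normalized to buffer and 29 nM porcine relaxin; EC50 by Hill fit.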
D1 antagonist: Antagonist of Human D 1 Dopamine Receptor: qHTS; D(1A) dopamine receptor (Homo sapiens), P21728; 360,000 compounds, 3.2% hits; AID 504652, 2011; HEK293 TREx D1 cells, calcium flux, dopamine EC80; stronger effect = lower value; activity change, negative = inhibition, % at 10 µM; in the data active = activity change below about -30%; also: % is scaled to controls: 0 for no effect and ±100 for the full control effect
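Tetracycline-induced HEK293 Trex D1 cells, force-coupled to calcium, dye-loaded; compounds added and read 180 s, then EC80 dopamine added and calcium flux tracked kinetically another 180 s.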
D2 potentiator: HTS Assay for Positive Allosteric Modulators of the Human D2 Dopamine Receptor: Primary Screen for Potentiators; HEK293 T-REx D2, calcium flux, EC20 dopamine potentiation; potentiation, % at 10 µM; 340,000 compounds, 0.34% hits; AID 485347, 2010;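 active = potentiation over 3 SD above the plate norm, cut at about 30% in these data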; also: 0% is about no effect
Target sequence (P14416 whole entry, looked up): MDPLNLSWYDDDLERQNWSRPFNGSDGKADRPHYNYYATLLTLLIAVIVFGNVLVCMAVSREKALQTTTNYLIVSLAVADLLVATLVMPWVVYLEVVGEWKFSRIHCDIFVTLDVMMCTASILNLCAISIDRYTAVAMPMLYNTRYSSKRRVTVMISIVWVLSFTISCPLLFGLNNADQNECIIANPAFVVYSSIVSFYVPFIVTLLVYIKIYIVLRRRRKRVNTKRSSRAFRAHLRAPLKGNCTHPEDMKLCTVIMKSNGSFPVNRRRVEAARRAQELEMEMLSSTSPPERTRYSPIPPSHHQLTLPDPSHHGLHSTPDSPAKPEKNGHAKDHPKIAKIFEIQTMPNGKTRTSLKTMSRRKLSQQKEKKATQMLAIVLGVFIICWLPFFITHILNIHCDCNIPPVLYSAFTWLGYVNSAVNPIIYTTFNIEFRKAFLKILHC
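Tetracycline-induced Hek293 Trex D2 cells, force-coupled to calcium, loaded with no-wash calcium dye. Compound added with 180 s kinetic read for agonism, then EC20 dopamine and a further 180 s read for potentiation.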
D1 ag: Allosteric Agonists of the Human D1 Dopamine Receptor: qHTS. D(1A) dopamine receptor (Homo sapiens), P21728. HEK293 T-REx D1 cells, calcium flux, agonist mode. activation, % at 2 µM. 360,000 compounds, 1% hits. AID 504660, 2011; in the data active = activation above about 30%; also: 0% is about no effect
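Agonism was scored from calcium flux recorded over 180 s (1 read/s) after pintool compound addition, following a 10-cycle baseline. Cells were inducible force-coupled HEK293 TREx D1, plated overnight at 30 C and loaded with no-wash calcium dye.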
TRHR PAM: qHTS for Small Molecule Agonists and Allosteric Enhancers of Human TRH Receptor: Primary Screen for Enhancers; 360,000 compounds, 0.66% hits; Thyrotropin-releasing hormone receptor (Homo sapiens), P34981; enhancement, % at 2 µM; TRHR cells, fluo-8 calcium fluorescence, EC20 TRH enhancement; in the data active = enhancement above about 30%; also: 0% is about no effect
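TRHR-expressing cells loaded with fluo-8 calcium dye were read kinetically (ex 480/em 530) during compound addition, then stimulated with an EC20 of TRH (10 nM final). Enhancement of the Gq-mediated intracellular calcium response was scored.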
RXFP1 antagonist: qHTS Assay for Antagonists of the Relaxin Receptor RXFP1; AID 1259400, 2018; HEK293-RXFP1, relaxin-stimulated cAMP HTRF, 30 min; stronger effect = lower value; activity change, negative = inhibition, % at 57.5 µM; 350,000 compounds, 0.59% hits; Relaxin receptor 1 (Homo sapiens), Q9HBX9;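 active = activity change of -60% or lower, but not beyond a set lower limit; inconclusive = change between -60% and -40%, or beyond the set limit; inactive = change above -40%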; also: % is scaled to controls: 0 for no effect and ±100 for the full control effect
TRHR ag: qHTS for Small Molecule Agonists and Allosteric Enhancers of Human TRH Receptor: Primary Screen for Agonists; TRHR cells, calcium flux fluo-8, FDSS agonist mode; activation, % at 2 µM; 360,000 compounds, 0.18% hits; AID 493084, 2011; in the data active = activation above about 30%; also: 0% is about no effect
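Read-out: compound-evoked intracellular calcium rise in TRHR cells, fluo-8 dye, kinetic FDSS fluorescence at 1 s/cycle following a 10-cycle baseline. Cells cultured overnight before dye loading (30 min–1.5 h, RT).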
Anesthetic bind: qHTS Assay for Identification of Novel General Anesthetics. Ferritin light chain (Equus caballus), P02791. apoferritin/1-aminoanthracene competitive binding, fluorescence. Potency, µM (highest dose often 77.5 µM), inactives show at the highest dose activity change, negative = displacement, most hits filed as inhibitors. 350,000 compounds, 0.074% hits. AID 485281, 2010; also: potency is read from the fitted curve at half-maximal effect; % is scaled to controls: 0 for no effect and ±100 for the full control effect; nearly all actives have a fitted effect of over 20% in size
Target sequence (P02791 2-175 limits assumed): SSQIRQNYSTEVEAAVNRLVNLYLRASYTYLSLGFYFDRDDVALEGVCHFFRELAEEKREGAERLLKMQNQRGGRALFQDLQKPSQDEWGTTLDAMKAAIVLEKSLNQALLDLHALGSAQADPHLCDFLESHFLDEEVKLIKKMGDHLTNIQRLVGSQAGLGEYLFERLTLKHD
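Horse-spleen apoferritin (10 uM) in 50% saturated 1-aminoanthracene in PBS was incubated 10 min at room temperature with compound. Fluorescence (ex 380, em 535 nm) was normalized to free and bound 1-AMA, with concentration-response fitted by a four-parameter Hill equation.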
Starred values were filed as active, the others as inactive; ? = inconclusive; nt = no result given; & = joins results of further samples. Unless noted, calls follow the shape of the dose curve; as a rule, active = well fitted curve in the direction sought with a large enough effect; inconclusive = small, poorly fitted or top-dose-only effect, or another doubt; inactive = no such curve, though single readings can be large; an effect the other way counts as inactive or inconclusive. The list is partial; rates above refer to the full screens.

SMILES | D1 PAM | RXFP1 agonist | D1 antagonist | D2 potentiator | D1 ag | TRHR PAM | RXFP1 antagonist | TRHR ag | Anesthetic bind
CC(=O)c1c(C)[nH]c(C(=O)Nc2cccc(S(=O)(=O)N(C)C)c2)c1C | -4.5 | -0.4% | 2.1 | -6.7 | 4.1 | 4.4 | -18.6 | 0.3 | -13.5%
Cc1ccc(-n2nc(C)c(NC(=O)COC(=O)c3ccccc3NCCO)c2C)cc1 | -2.1 | 4.8% | 3.4 | -4.7 | 2.4 | 0.0 | -1.7 | -0.6 | nt
Cc1ccc(-c2nc(C#N)c(NCC3CCCO3)o2)cc1 (stereo not given) | -0.7 | 9.7% | -6.1 | 2.3 | 0.2 | -3.4 | -14.0 | 0.3 | -8.3%
CC1Cc2ccccc2N1C1=NS(=O)(=O)c2ccccc21 (stereo not given) | -1.1 | 0.8% | -0.6 | -10.9 | 1.1 | -8.6 | 1.2 | 0.6 | -10.3%
Cc1cccc(-n2c(CNC(=O)c3cccc(F)c3)nnc2SCC(=O)Nc2ccccc2F)c1 | -2.6 | 0.2% | -8.8 | 15.3 | 1.4 | -2.0 | -8.5 | 0.5 | 0.8%
CC(NC(=O)NC(=O)c1ccc(Cl)cc1)c1ccccc1 (stereo not given) | -3.0 | 1.0% | 4.3 | -22.8 | 16.0 | -5.9 | -6.5 | -0.2 | -18.2%
O=C(Nc1ccccc1C(F)(F)F)NC1CCCCCCC1 | -5.3 | 0.9% | -30.6* | 2.4 | 2.9 | -3.7 | -11.4 | 0.5 | -22.5%
CCc1ccc(NC(=O)N2CCN(c3ccc(F)cc3)CC2)cc1 | 4.0 | 4.6% | -16.9 | 5.9 | 7.6 | 3.2 | -1.7 | 0.1 | -5.7%
CCCNC(=O)NS(=O)(=O)c1cnccc1Sc1ccc(Cl)c(Cl)c1 | 0.5 | -1.3% | -16.1 | 0.7 | 1.9 | 4.5 | -5.7 | -0.3 | -5.6%
CC(=O)Oc1ccc2c(c1)C(=O)c1ccccc1CO2 | -4.8 | 0.5% | -0.5 | -9.3 | 0.5 | -8.2 | 1.8 | 0.0 | -14.4%
O=C(Nc1cnc2ccccc2c1)N1CCCCC1 | -2.5 | 3.1% | -6.0 | 10.2 | 0.7 | -0.4 | 19.2 | -0.1 | -10.8%
COc1ccc(C(=O)NCc2cn3ccccc3n2)cc1 | -1.9 | -1.1% | 2.2 | 3.9 | 3.0 | -4.1 | -12.8 | -0.1 | -11.9%

D1 antagonist, what is marked active above
SMILES	D1 PAM	D1 antagonist	D2 potentiator	D1 ag	TRHR PAM	RXFP1 antagonist	TRHR ag
O=C(Nc1ccccc1C(F)(F)F)NC1CCCCCCC1	-5.3	-30.6*	2.4	2.9	-3.7	-11.4	0.5

New compounds follow
SMILES | D1 PAM | RXFP1 agonist | D1 antagonist | D2 potentiator | D1 ag | TRHR PAM | RXFP1 antagonist | TRHR ag | Anesthetic bind
O=C(C[n+]1ccc(Cc2ccccc2)cc1)Nc1ccc([N+](=O)[O-])cc1Cl | -0.8 | 0.0% | -1.6 | -6.9 | 2.6 | -1.2 | 5.1 | -0.1 | -16.2%
CCN(CC)CCOC(=O)c1ccc(NC(=O)CSc2cc(=O)n(CC)c3ccccc23)cc1 | -2.1 | 3.0% | 7.9 | 3.8 | 5.9 | 4.5 | nt | -0.6 | ?
O=C(O)CC(CC(=O)Nc1ccc(-c2ccccc2)cc1)c1ccccc1 (stereo not given) | -5.0 | 0.0% | -1.4 | 8.5 | -0.3 | 5.1 | 3.1 | -1.3 | -12.1%
Cc1oc2ncn(C)c(=O)c2c1C(=O)N1CCN(c2ccc(Cl)cc2)CC1 | -2.3 | -0.2% | -21.5 | -0.1 | 1.1 | 5.5 | nt | 0.4 | -10.0%
C(=C\c1ccncc1)/c1ccccc1 | -2.9 | 0.4% | -5.3 | 8.4 | -0.3 | -1.0 | -5.6 | -0.9 | -10.4%
Cc1cc(C)c(S(=O)(=O)N2CCCOC2CNC(=O)C(=O)NCc2cccs2)c(C)c1 (stereo not given) | -2.8 | -1.3% | 10.0 | 9.6 | -0.8 | 5.7 | -8.9 | 1.0 | -10.6%
CCOC(=O)C1=CN(c2cccc(F)c2)C=C(C(=O)OCC)C1c1cc(OC)c(O)c([N+](=O)[O-])c1 | -2.4 | -0.7% | -28.9 | -12.7 | 1.3 | -4.7 | 2.4 | 1.8 | 13.0%
COc1ccc(CN2CC(=O)N(c3cc(Cl)ccc3C)C2=S)cc1OC | -3.1 | 1.2% | 2.5 | 3.0 | 9.8 | 4.1 | -1.4 | 0.2 | -4.5%
O=C1NC[C@@H](Cc2cccc3ccccc23)N(CCCCC2CCCCC2)C1=O | 10.6 | 0.4% | 7.8 | -9.5 | 4.6 | 1.8 | nt | 0.3 | nt
Cc1cccc(OCc2nnc(SCC(=O)c3c(N)n(C4CC4)c(=O)[nH]c3=O)o2)c1 | 9.7 | 0.2% | 2.7 | -2.0 | 4.9 | 4.6 | 0.9 | 0.3 | nt
COc1cccc(C(=O)/C=C/Nc2cccc(O)c2)c1 | -0.8 | 0.6% | 2.9 | -9.8 | 3.1 | -2.8 | -6.0 | 0.1 | -11.1%
CCOC(=O)c1cnc2c(OC)cccc2c1Nc1ccc2c(c1)OCCO2 | 0.3 | 2.0% | 3.4 | 6.4 | 2.4 | -11.7 | -1.3 | -1.0 | -13.6%
O=S(=O)(NCC1CCCO1)c1ccc(S(=O)(=O)N2CCc3ccccc3C2)cc1 (stereo not given) | -2.1 | 2.1% | 3.2 | -4.5 | 3.3 | -1.9 | -9.1 | -0.4 | -8.2%
O=C(Cn1cc(C(=O)c2ccncc2)c(=O)c2cc(F)ccc21)Nc1ccc(Cl)cc1 | 5.2 | 2.1% | -4.3 | -16.7 | 0.5 | 2.6 | -9.3 | 0.1 | 3.5%
CCC1CCCCN1C(=O)Cn1nc([N+](=O)[O-])c(Cl)c1C (stereo not given) | -7.8 | -0.1% | 15.8 | -6.2 | 0.1 | -10.8 | 3.6 | -0.4 | -12.4%
COC(=O)c1cc2sccc2n1CC(=O)Nc1cccc(SC)c1 | -6.9 | 2.1% | -4.7 | 1.4 | 5.9 | 44.9* | -13.5 | -0.1 | -9.6%
CCc1ccc(NC(=O)CNC(=O)[C@@H]2Cc3ccccc3CN2C(=O)OC(C)(C)C)cc1 | 3.5 | 0.5% | 3.7 | 3.1 | -0.4 | -3.1 | -12.4 | 0.6 | -23.5%
Cc1ccccc1NC(=O)Nc1ccc2c(c1)CCC2 | 5.0 | 0.2% | -6.4 | -1.8 | 0.5 | -5.1 | -7.7 | 0.2 | -1.6%
C=CCNC(=S)Nc1ccc(OC)c(S(=O)(=O)N2CCOCC2)c1 | -5.5 | 0.4% | 15.7 | 6.1 | 2.3 | -7.7 | 0.9 | -0.1 | -2.7%
Cc1ccc(NC(=O)C[n+]2cc(-c3ccccc3)n3c2CCC3)cc1 | 6.2 | 0.2% | 0.0 | -29.7 | 2.1 | -2.2 | 3.3 | 0.4 | -12.9%
C=C(C)C(=O)N1CC2(CC(c3cccc(NC(=O)/C=C\C)c3)=NO2)C[C@H]1C(N)=O (stereo not given in full) | -3.9 | 0.9% | 0.4 | -11.0 | 2.7 | -1.8 | nt | 0.1 | -7.3%
COC(=O)c1cc(NC(=O)c2cc3c(-c4ccccc4F)nn(C)c3s2)cc(C(=O)OC)c1 | -0.1 | 0.1% | 6.3 | 4.9 | 3.0 | 5.4 | nt | -0.1 | -13.2%
O=C1N=C(N2CCCC2C(=O)O)S/C1=C\c1ccco1 (stereo not given) | 2.5 | -0.5% | -11.0 | 10.8 | 2.7 | 5.8 | 0.5 | 1.0 | -13.9%
CN(C)C(CNC(=O)CN1C(=O)NC2(CCCC2)C1=O)c1ccccc1 (stereo not given) | 4.2 | 0.1% | 16.7 | 4.0 | 4.6 | 0.6 | 5.8 | 1.8 | nt

A draw from above in order of molar mass, rising.
SMILES | D1 PAM | RXFP1 agonist | D1 antagonist | D2 potentiator | D1 ag | TRHR PAM | RXFP1 antagonist | TRHR ag | Anesthetic bind
Cc1ccccc1NC(=O)Nc1ccc2c(c1)CCC2 | 5.0 | 0.2% | -6.4 | -1.8 | 0.5 | -5.1 | -7.7 | 0.2 | -1.6%
CCC1CCCCN1C(=O)Cn1nc([N+](=O)[O-])c(Cl)c1C (stereo not given) | -7.8 | -0.1% | 15.8 | -6.2 | 0.1 | -10.8 | 3.6 | -0.4 | -12.4%
C=C(C)C(=O)N1CC2(CC(c3cccc(NC(=O)/C=C\C)c3)=NO2)C[C@H]1C(N)=O (stereo not given in full) | -3.9 | 0.9% | 0.4 | -11.0 | 2.7 | -1.8 | nt | 0.1 | -7.3%

Continuation.
SMILES | D1 PAM | RXFP1 agonist | D1 antagonist | D2 potentiator | D1 ag | TRHR PAM | RXFP1 antagonist | TRHR ag | Anesthetic bind
COc1ccc(CCN2C(=O)NC(NS(=O)(=O)c3ccc(NC(C)=O)cc3)(C(F)(F)F)C2=O)cc1OC (stereo not given) | -0.6&-6.5 | 7.3%&9.4% | 5.8&4.8 | 6.5&3.7 | -1.3&2.0 | -11.5&2.8 | 1.0&1.5 | 0.5&0.5 | 5.0%&-5.3%
CCOc1ccccc1Nc1ncnc2c1c(-c1ccccc1)cn2-c1ccc(OC)cc1 | -3.8 | 0.3% | -17.8 | -18.0 | -0.2 | -3.8 | 13.7 | 1.0 | 0.4%
COc1ccc(CC(=O)N/N=C/c2sccc2C)cc1 | -1.4 | -0.5% | 4.8 | 1.9 | 2.4 | 2.0 | 16.2 | 0.5 | -4.1%
COc1ccc(-c2cc(-c3ccc(F)cc3)nc(N3CCN(C)CC3)n2)cc1 | -3.0 | -0.5% | 11.4 | 0.5 | 1.1 | 3.8 | 2.3 | -0.1 | -14.5%
Cc1ccc(NC(=O)CSc2nnc(N)s2)cc1S(=O)(=O)N1CCOCC1 | -7.5 | -0.3% | -19.2 | 14.3 | 2.6 | 4.2 | -2.8 | 0.2 | nt
